# AmpC detergent – inhibitors of E. coli AmpC beta-lactamase with detergent; 0.041% of 370,000 active; AmpC hydrolysis of nitrocefin, absorbance 480 nm, 0.01% Triton; Potency, µM (highest dose often 114 µM), for inactives: top-dose activity change, negative = inhibition, most hits filed as inhibitors; P00811; AID 485294;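 note: potency is the fitted concentration of half-maximal effect; 0% = no-compound wells and -100% = no-enzyme wells; nearly all actives have a fitted effect of over 25% in size; some results filed as inactive show a strong effect at the top dose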
# Target sequence (P00811 whole entry, looked up): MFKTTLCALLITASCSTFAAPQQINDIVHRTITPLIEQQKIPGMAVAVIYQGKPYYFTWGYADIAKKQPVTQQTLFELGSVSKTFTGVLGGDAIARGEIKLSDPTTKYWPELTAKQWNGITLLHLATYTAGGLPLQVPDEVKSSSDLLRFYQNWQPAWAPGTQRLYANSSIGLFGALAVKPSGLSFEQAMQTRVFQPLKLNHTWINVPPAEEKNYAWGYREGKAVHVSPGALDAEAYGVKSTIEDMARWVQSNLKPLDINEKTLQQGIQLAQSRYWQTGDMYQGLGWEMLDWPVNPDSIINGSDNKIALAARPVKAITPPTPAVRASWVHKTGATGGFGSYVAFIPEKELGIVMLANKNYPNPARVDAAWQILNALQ
#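 AmpC (5.3 nM in the dispensed reagent) in 20 mM phosphate pH 7.0 with 0.01% (detergent screen) or 0.0001% Triton X-100 was preincubated with compounds for 15 min at room temperature. Nitrocefin was then added from an 800 uM solution, and hydrolysis was followed at 480 nm.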
# FBPA Giardia inh – Giardia lamblia aldolase inhibition | 0.71% of 290,000 active | Potency, µM (top dose mostly 59.6 µM), inactives show at the highest dose activity, negative = inhibition, most hits filed as inhibitors | A8B2U2 | purified Giardia FBPA | AID 2451; note: potency is the fitted concentration of half-maximal effect; nearly all actives have a fitted effect of over 55% in size
# Target sequence (A8B2U2 whole entry, looked up): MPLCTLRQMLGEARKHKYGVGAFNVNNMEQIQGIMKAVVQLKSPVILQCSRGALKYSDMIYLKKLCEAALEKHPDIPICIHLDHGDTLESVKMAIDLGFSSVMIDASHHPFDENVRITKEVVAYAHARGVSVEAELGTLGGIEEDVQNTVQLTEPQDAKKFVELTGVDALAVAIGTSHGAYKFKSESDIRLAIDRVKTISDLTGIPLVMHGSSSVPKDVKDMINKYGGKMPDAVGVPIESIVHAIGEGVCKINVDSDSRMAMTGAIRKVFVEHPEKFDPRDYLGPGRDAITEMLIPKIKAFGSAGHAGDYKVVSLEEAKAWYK
#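 40 nM FBPA preincubated 10 min at RT with compound (up to 57.5 uM final), then substrate plus GAPDH/TPI/NAD/arsenate coupling and diaphorase/resazurin added. Fluorescence read after 20 min at RT, 525/598 nm.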
# Sm TGR block – blocks Schistosoma mansoni thioredoxin glutathione reductase. Q962Y6. 3% of 360,000 active. Potency, µM (series often up to 114 µM), inactives show at the top dose activity change, negative = inhibition, most hits filed as inhibitors. purified TGR, DTNB reduction, TNB absorbance 405 nm; note: potency is the fitted concentration of half-maximal effect; nearly all actives have a fitted effect of over 60% in size
#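 Kinetic colorimetric format: TGR-catalysed, NADPH-driven DTNB reduction monitored via TNB absorbance. Enzyme dispensed at 20 nM; compound exposure 15 min at room temperature before reaction start.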
# AmpC inh no detg – AmpC beta-lactamase inhibition without detergent. P00811. AmpC nitrocefin hydrolysis, absorbance 480 nm, 0.0001% Triton. Potency, µM (top dose mostly 57.1 µM), for the others: at the highest dose activity change, negative = inhibition, hits mostly inhibitors. 0.52% of 330,000 active. AID 485341;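 note: potency is the fitted concentration of half-maximal effect; plate controls were no compound for no effect and no enzyme for full effect; nearly all actives have a fitted effect of over 20% in size; some results filed as inactive show a strong effect at the top dose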
#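 20 mM phosphate pH 7.0 + 0.01% (detergent screen) or 0.0001% Triton X-100; 5.3 nM AmpC reagent; cpd preinc 15 min RT; nitrocefin (800 uM stock) to start; A480 q20 s × 4 min; Activity was normalised to no-enzyme and no-compound control wells.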
# HCMV antiviral – human cytomegalovirus inhibition. 4.5% of 410,000 active. HFF cells, HCMV-luciferase reporter, 72 h; active compounds read low. activity change, negative = inhibition, % at 57.5 µM; in the data active = activity change below about -60%; inconclusive = no clear call, values can overlap the other calls; inactive = above about -39%
#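 Inhibition of viral replication was scored as loss of reporter luminescence in HFFs infected with HCMV-luciferase (MOI 1 PFU/cell) for 72 h; compounds tested at 2 doses, normalized to buffer and Salinomycin controls.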
# AMA1-RON2 inh – AMA1-RON2 (P. falciparum) interaction inhibition. 0.2% of 360,000 active. AID 720542. AlphaScreen AMA1-biotinylated RON2 peptide binding. Potency, µM (top dose mostly 58.2 µM), without a hit: at the highest dose activity change, negative = inhibition, most hits filed as inhibitors;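 note: potency is the fitted concentration of half-maximal effect; 0% = vehicle wells and -100% = peptide control; nearly all actives have a fitted effect of over 45% in size; some results filed as inactive show a strong effect at the top dose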
#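 AMA1 (3D7) with his tag at 25 nM final met compounds first, then biotinylated RON2 peptide at 25 nM; detection used donor plus acceptor beads, 10 µg/mL apiece, read by AlphaScreen after 30 min at room temperature.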
# Numbers without * were called inactive; ? = inconclusive; / = not tested or not shown; & = joins results of further samples; ! = repeats disagree; [ ] = remark or other dose. Unless noted, calls come from the whole dose curve; as a rule, active = well fitted curve in the direction sought with a large enough effect; inconclusive = small, poorly fitted or top-dose-only effect, or another doubt; inactive = no such curve, though single readings can be large; an effect the other way counts as inactive or inconclusive. Unless noted, % is set by controls: 0 for no effect and ±100 for the full control effect.
SMILES,AmpC detergent,FBPA Giardia inh,Sm TGR block,AmpC inh no detg,HCMV antiviral,AMA1-RON2 inh
NC(N)=Nc1nc(CCN2C(=O)c3ccccc3C2=O)cs1,6%,3%,83%[activator],4%,-19,-1%
O=C(Nc1ccc(Br)c2cccnc12)c1cccc2ccccc12,22%,/,0%,/,10,/
CCOc1ccc(NC(=O)CN(C)C(=O)Cc2sc(C)nc2-c2ccc(F)cc2)cc1OCC,5%,/,6%,77%[activator],-15,0%
CCCN(CC(=O)Nc1ccc(C(N)=O)cc1)CC(=O)Nc1ccc(Cl)cc1Cl,0%,3%,1%,-19%,10,24%
CCNC(=O)N(CC)C[C@H]1N[C@@](C)(C(=O)OC)[C@H]2C(=O)N(Cc3ccccc3)C(=O)[C@@H]12,/,/,/,-1%,-11,0%
COc1cccc(-n2cnc(=O)c3cccnc32)c1,?,1%,1%,1%,?,-6%
COc1ccc(-n2c(C)nc3cc(C(=O)NC4CCCC4)ccc32)cc1,-7%,/,-2%,/,-19,/
COC(=O)C1=CC(C(=O)c2cccs2)=NN(c2ccc(OC)cc2)C1C(=O)OC (centres undefined),?,-2%,2%,94%[activator],11,-26%
COc1ccc(OC)c(CCNC(=O)c2cc3cccc4c3n2CCS4)c1,16%,/,3%,/,0,/
COc1cccc(C(=O)O[C@@H]2[C@H](Cc3ccccc3)NS(=O)(=O)[C@H]3C[C@@H]4C=C[C@]23O4)c1,2%,/,-12%,-17%,-34,-6%
NC(=O)CSc1nnc(-c2cc3ccccc3o2)n1Cc1ccccc1,?,-1%,-1%,-5%,14,-5%
CCCS(=O)(=O)c1nc(S(=O)(=O)c2ccc(C)cc2)c(N2CCCC2)s1,1%,1%,-2%,-22%,-37,-4%
CCOC(=O)C(CC)Sc1ncnc2c1nnn2-c1ccc(F)cc1 (centres undefined),-4%,-1%,4%,-1%,16,-13%
O=c1[nH]c(Cc2ccccc2)nc2c1oc1ccccc12,?,-2%,17%,-21%,-5,-5%
CN(C)c1ccc(CNC(=O)c2ccc(Cn3c(SCc4ccccc4)nc4cccnc43)cc2)cc1,21%,/,0%,/,20,/
O=C(Nc1ccc(F)c(F)c1)c1cc(S(=O)(=O)NC2CCCC2)ccc1F,5%,/,0%,/,9,/
CC(Sc1nnc(-c2ccco2)o1)C(=O)NCCC1=CCCCC1 (centres undefined),-8%,2%,45µM*,-11%[11.4 µM],7,-9%
CC(C)(C)n1nnnc1C(c1cccs1)N(Cc1ccccc1)Cc1cccnc1 (centres undefined),?,9%,7%,-12%,-39,14%
CC(Oc1ccccc1)C(=O)OCC(=O)Nc1ccc2c(c1)OCO2 (centres undefined),/,/,/,-30%,25,-4%
CSc1ccccc1C(=O)NCCSC(C)(C)C,1%,4%,2%,-20%,12,-3%
Cc1cccc(-c2nc3cc(NC(=O)Cc4ccc(Cl)cc4)ccc3o2)c1,4%,/,-10%,/,-5,/
Cc1ccc(CNC(=O)CCS(=O)(=O)c2cc3c(cc2Cl)NC(=O)CO3)cc1,4%&6%,10%,-8%&0%,-18%,-105*!,-4%
O=C(CCC(=O)N1CCN(c2ccccn2)CC1)c1cccs1,/,/,/,-5%,24,17%
Fc1cccc(F)c1/C=C/c1ccc2ccccc2n1,1%,-24%,-25%,-32%,55,7%
Cn1c(CS(=O)Cc2c(Cl)cccc2Cl)nnc1SCc1c(Cl)cccc1Cl (centres undefined),-4%,0%,-1%,?,-13,11%
Nc1ccccc1-n1c(=O)n(Cc2ccccc2F)c(=O)c2[nH]cnc21,-1%,?,30%,-14%,-5,0%
Cc1ccccc1-c1noc(-c2cccnc2N(C)Cc2ccc(Cl)cc2)n1,-2%,/,-15%,/,-7,/
O=S(=O)([O-])C(c1ccccc1)[n+]1ccccc1 (centres undefined),-6%,/,-30%,-16%,-2,7%
CC1CN(C(=O)Cn2cc(S(=O)(=O)CC(=O)N(C)c3ccccc3)c3ccccc32)CC(C)O1 (centres undefined),?,/,-5%,122%[activator],9,10%
COC(=O)C1=C(c2ccc(F)cc2F)C[C@@H]2CC[C@H]1N2C(=O)NCc1ccc(C(F)(F)F)cc1,5%,/,-4%,5%,1,3%
O=C(CN1CCCCC1)c1ccc(OC(F)F)cc1,-1%,0%,-2%,-19%,21,-13%
COc1ccc(CCNC(=S)N2CCN(S(=O)(=O)c3ccc(Cl)cc3)CC2)cc1,3%,/,-3%,50%,9,-4%
CC1(C)CC(CC(=O)O)C(=O)O1 (centres undefined),2%,0%,-22%,-19%,1,-17%
Cc1ccc([N+](=O)[O-])c(C)[n+]1C,7%,-25%,-24%,-1%,3,0%
O=C1C(Cl)=C(N2CCOCC2)C(=O)N1c1ccccc1,?,1%,62%[activator],-19%,12,8%
CCn1cc(S(=O)(=O)c2cccc(C)c2)c(=O)c2cc(F)c(N3CCN(c4ccccc4)CC3)cc21,8%,/,1%,/,-12,/
CCCCOc1ccc(C(=O)NCCS(=O)(=O)N2CCN(c3ccccc3OC)CC2)cc1,21%,/,7%,/,-26,/
CSC1=C(C#N)C(c2ccc(C(C)C)cc2)CC(=O)N1 (centres undefined),-19%,-4%,0%,-1%,7,-4%
O=C(CN1C(=O)C2C3c4ccccc4C(c4ccccc43)C2C1=O)Nc1cccc(C(=O)O)c1 (centres undefined),-2%,11%,1%,-14%,18,13%
Cc1nc(C)c(C(=O)N(c2ccc(F)cc2)C(C(=O)NCC2CCCO2)c2ccccc2)s1 (centres undefined),-6%,3%,-12%,133%[activator],6,3%

# Entries of single compounds, looked up by structure. Values in the order: AmpC detergent	FBPA Giardia inh	Sm TGR block	AmpC inh no detg	HCMV antiviral	AMA1-RON2 inh
# Record of O=C(CN1CCCCC1)c1ccc(OC(F)F)cc1 → -1%	0%	-2%	-19%	21	-13%
# Record of O=C1C(Cl)=C(N2CCOCC2)C(=O)N1c1ccccc1 → ?	1%	62%[activator]	-19%	12	8%
# Record of CCn1cc(S(=O)(=O)c2cccc(C)c2)c(=O)c2cc(F)c(N3CCN(c4ccccc4)CC3)cc21 → 8%	/	1%	/	-12	/
# Record of CC1(C)CC(CC(=O)O)C(=O)O1 (centres undefined) → 2%	0%	-22%	-19%	1	-17%
# Record of CCCCOc1ccc(C(=O)NCCS(=O)(=O)N2CCN(c3ccccc3OC)CC2)cc1 → 21%	/	7%	/	-26	/

# Following part:
SMILES,AmpC detergent,FBPA Giardia inh,Sm TGR block,AmpC inh no detg,HCMV antiviral,AMA1-RON2 inh
CC(=O)n1cc(/C=N/NC(N)=S)c2ccccc21,9%,?,?,-25%,-27,72%[activator]
Cc1ccccc1NC(=O)CN1C(=O)NC(C)(CCc2ccccc2)C1=O (centres undefined),?,-3%,2%,-1%,?,-4%
Cc1cccc(/C=N/NC(=O)Cn2nccc2C)n1,-8%,?,6%,-17%,?,101%[activator]
Cc1ccc(C(=O)Nc2nc3ccccc3n2CCN2CCCC2)cc1,?,29%,-10%,-1%,145,-2%
COc1cc(C2Nc3ccccc3NC3=C2C(=O)CC(C)(C)C3)cc(OC)c1OC (centres undefined),3%,-1%,2%,96%[activator],23,8%
Cn1c(=O)c2c(nc(NCCc3ccccc3)n2Cc2ccc(Cl)c(Cl)c2)n(C)c1=O,-2%,/,-3%,/,11,/
NC(=O)c1c(NC(=S)Nc2ccc(F)cc2)sc2c1CCCC2,4%,-26%,-1%,-28%,?,70%[activator]
O=C(COC(=O)C1=COCCO1)Nc1ncc(C(F)(F)F)cc1Cl,?,-1%,100µM*,-21%,-26,4%
O=C(Nc1cccc(-c2cnc3ccccc3n2)c1)c1cccc(NC(=O)c2ccco2)c1,-3%,7%,-18%,-15%,133,-22%
COC(=O)c1ccc(NC(=O)C(=O)NCCc2csc(-c3ccc(C(F)(F)F)cc3)n2)cc1,5%,/,11%,/,36,/
COc1ccc(Cl)cc1NC(=O)/C=C\C(=O)O,-10%,6%,?,-7%,0,-13%
CCc1ccccc1N(CC)C(=O)c1cn(C)c(=O)c2cc(OC)c(OC)cc12,-7%,-1%,1%,57%,-19,13%
O=C1COc2ccc3ccccc3c2CN1,-5%,-2%,-18%,-20%,77,-9%
CN(C)Cc1nc2ccccc2c(=O)n1Cc1nc(-c2cc3ccccc3o2)cs1,?,1%,-8%,57%,7,4%
COc1ccccc1-c1nnc(SCC(=O)Nc2ccccc2F)o1,2%,/,-4%,/,110,/
CS(=O)(=O)Cc1ccc(C(=O)NC2CCCc3ccccc32)cc1 (centres undefined),1%,3%,-11%,1%,67,-11%
N#Cc1cc2c(nc1SCc1ccccc1)CCC2,?,-1%,0%,0%,-13,0%
NNC(=O)c1csc(-c2ncc(C(F)(F)F)cc2Cl)n1,7%,2%,-31%,41%,-34,75%[activator]
CN(C(=O)C1CCC(CNS(=O)(=O)c2cccc3cccnc23)CC1)C1CCCCC1 (centres undefined),-5%,-7%,2%,87%[activator],-32,-6%
O=C(c1c(F)cccc1F)N(Cc1ccccc1)Cc1ccccc1,4%,5%,9%,-11%,-16,-13%

# Brought forward from above: two entries, then new ones.
SMILES,AmpC detergent,FBPA Giardia inh,Sm TGR block,AmpC inh no detg,HCMV antiviral,AMA1-RON2 inh
CN(C(=O)C1CCC(CNS(=O)(=O)c2cccc3cccnc23)CC1)C1CCCCC1 (centres undefined),-5%,-7%,2%,87%[activator],-32,-6%
O=C(c1c(F)cccc1F)N(Cc1ccccc1)Cc1ccccc1,4%,5%,9%,-11%,-16,-13%
CCCNC(=O)COc1ccc2c(=O)c(Oc3ccccc3F)coc2c1,4%,-3%,1%,-8%,31,5%
O=[N+]([O-])c1ccc(N2CCN(Cc3ccccc3)CC2)c(S(=O)(=O)N2CCOCC2)c1,-2%,8%,12%,86%[activator],6,-17%
O=C(CCN1CCN(c2ccccc2)CC1)NNC(=O)c1cccc2ccccc12,6%,6%,4%,3%,-29,43%[activator]
Cc1c(Cl)c([N+](=O)[O-])nn1CC(=O)NCCCN1CCOCC1,?,-4%,0%,-4%,-15,-8%
CSc1ccc(C(=O)C2CCCN(Cc3cnc(SC)nc3)C2)cc1 (centres undefined),7%,1%,7%,63%[activator],?,?
CCNc1nc(-c2cc(C)n(Cc3ccco3)c2C)cs1,2%,?,-15%,1%,-35,-23%
Cc1ccc(O)c(C(=O)c2cnc3c(c2)c(-c2ccc(F)cc2)c(C#N)c(=O)n3C)c1,-6%,1%,-2%,-38%,?,-12%
CC1CCN(S(=O)(=O)c2ccc3c(ccn3CC(=O)NCc3ccc(N(C)C)cc3)c2)CC1,14%,/,2%,/,22,/
CC(NS(=O)(=O)OCC(Cl)(Cl)Cl)c1ccccc1 (centres undefined),-13%,6%,0%,-33%,14,7%
CCOc1cccc(CC(=O)N2CCc3c([nH]c4ccccc34)C2c2ccccc2)c1OCC (centres undefined),-5%,/,3%,/,9,/
CCSc1ncc(Cl)c(C(=O)Nc2ccccc2F)n1,-4%,-1%,-18%,-7%,1,3%
O=C(Nc1cccc(O)c1)c1cc(S(=O)(=O)N2CCCC2)ccc1Cl,0%,-1%,-4%,-20%,?,13%
CCCCN(CCCNC(=O)C1CCN(S(=O)(=O)CC)CC1)c1ccccc1,1%,-11%,2%,218%[activator],-5,-5%

# Source: PubChem BioAssay

# An unsorted share of the library; about 7.8% have a hit in one of these screens.
